PLCb3 inh – human PLC-beta3 inhibitors, primary screen, biochemical, fluorescence; inhibition, % at 12.2 µM; Purified PLC-beta3, fluorogenic substrate; actives 0.18% (n = 370,000); in the data active = inhibition above about 11%;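 note: 0% = median of compound wells on plate and 100% = full blocker control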
UHRF1 binding – UHRF1 methylated DNA binding inhibitors, primary screen, counter-screen for MBD2 inhibitor project, biochemical, TR-FRET, human UHRF1, single concentration. UHRF1 binding to methylated oligo. inhibition, % at 4.4 µM. actives 0.75% (n = 370,000); in the data active = inhibition above about 21%;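 note: UHRF1 SRA domain binding a hemimethylated CpG hairpin DNA probe; 0% = median of test compound wells and 100% = reference inhibitor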
Tn7 DDE FP – inhibitors of Tn7 peptide binding to fibrin DD(E), primary screen, biochemical, fluorescence polarization, human fibrin, Tn7 probe | Fibrinogen beta chain (Homo sapiens), P02675 | inhibition, % at 8.3 µM | FP displacement of FITC-Tn7 peptide from fibrin DD(E); 0% = median of compound wells per plate | actives 0.13% (n = 370,000);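 active = inhibition above the mean of compounds falling within the control limits plus 3 SD of them, cut at about 14% in these data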;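 note: 0% = plate median of compound wells and 100% = 10 µM Aha-Tn7 peptide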
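system = human fibrin DD(E) protein | quantity = DD(E) 2 µM final | medium = Tris/NaCl/CaCl2 buffer, pH 7.8 | also added = labelled Tn7 tracer, 0.1 µM | compound dosing = single point at 8.3 µM | timing = compound with protein 10 min, then 3 h after probe, room temperature | signal = FP measurement | benchmarks = Aha-Tn7 high control | repeats = one replicate per compound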
ARFGAP1 inh – inhibitors of rat ARFGAP1 GAP activity, primary screen, biochemical, fluorescence polarization, GDP tracer; inhibition, % at 16.5 µM; AID 651572, 2012; Arfgap1-stimulated ARF1 GTP hydrolysis, GDP FP detection; actives 0.26% (n = 360,000);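 active = inhibition above a per-plate limit, mean inhibition of low control wells plus 3 SD, cut at about 25% in these data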;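 note: 0% = DMSO wells with enzyme and 100% = wells lacking Arfgap1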
Target sequence (Q62848 1-136 limits assumed): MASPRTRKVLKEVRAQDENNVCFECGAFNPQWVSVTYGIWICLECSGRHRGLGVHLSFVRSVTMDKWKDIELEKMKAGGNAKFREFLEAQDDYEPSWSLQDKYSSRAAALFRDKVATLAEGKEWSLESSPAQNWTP
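Material: rat Arfgap1 catalytic domain, aa 1-136; also added: human ARF1(Δ1-17)-GTP substrate; compound dosing: one concentration, 16.5 µM, DMSO 1.26%; incubation: GTP hydrolysis reaction 2 h at 25 °C; measured by: Tracer-displacement fluorescence polarization with EDTA stop, 620/688 nm; evaluation: % inhibition from polarization; repeats: one replicate per compound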
PLC-gamma1 inh – PLC-gamma1 enzyme inhibitors, primary screen, biochemical, fluorescence, purified enzyme | inhibition, % at 12.2 µM | 1-phosphatidylinositol 4,5-bisphosphate phosphodiesterase gamma-1 (Homo sapiens), P19174 | actives 0.84% (n = 370,000) | fluorogenic substrate; in the data active = inhibition above about 9.5%
MBD2 DNA inh – inhibitors of MBD2 binding to methylated DNA, primary screen, biochemical, TR-FRET, DNA-binding domain, human; Methyl-CpG-binding domain protein 2 (Homo sapiens), Q9UBB5; MBD2 binding to methylated oligonucleotide; inhibition, % at 4.4 µM; actives 0.31% (n = 370,000); AID 686964, 2013; in the data active = inhibition above about 13%
Target sequence (Q9UBB5 whole entry, looked up, the tested form may be a part): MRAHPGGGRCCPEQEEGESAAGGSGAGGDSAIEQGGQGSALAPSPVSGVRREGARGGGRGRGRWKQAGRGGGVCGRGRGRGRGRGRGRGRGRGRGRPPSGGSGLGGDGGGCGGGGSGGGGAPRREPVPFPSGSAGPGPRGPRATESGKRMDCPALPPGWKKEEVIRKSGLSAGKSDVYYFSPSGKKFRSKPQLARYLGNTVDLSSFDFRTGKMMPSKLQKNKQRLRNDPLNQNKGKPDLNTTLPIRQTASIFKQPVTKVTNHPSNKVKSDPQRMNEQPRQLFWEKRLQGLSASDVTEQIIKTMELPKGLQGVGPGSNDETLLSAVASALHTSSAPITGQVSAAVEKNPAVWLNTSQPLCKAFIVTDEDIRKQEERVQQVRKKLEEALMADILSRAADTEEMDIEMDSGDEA
Tn6 DDE FP – inhibitors of Tn6 peptide binding to fibrin DD(E), primary screen, biochemical, fluorescence polarization, human fibrin, Tn6 probe; Fibrinogen beta chain (Homo sapiens), P02675; Fibrin DD(E) TRITC-Tn6 fluorescence polarization displacement; actives 0.21% (n = 370,000); inhibition, % at 8.3 µM; AID 720509, 2013;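 active = inhibition above a per-campaign cutoff: mean of compounds within control limits plus 3 SD, cut at about 15% in these data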;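 note: 0% = median of all compound wells on the plate and 100% = blocking peptide control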
ASAP1 GAP inh – inhibitors of human ASAP1 ArfGAP activity, primary screen, biochemical, fluorescence polarization; Arf-GAP with SH3 domain, ANK repeat and PH domain-containing protein 1 (Homo sapiens), …; ASAP1-stimulated ARF1 GTP hydrolysis, GDP FP detection; inhibition, % at 16.5 µM; actives 0.19% (n = 360,000); AID 624377, 2012; in the data active = inhibition above about 25%;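 note: 0% = vehicle with enzyme and substrate and 100% = no enzyme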
proKLK7 act – proKLK7 zymogen activators, primary screen, biochemical, fluorescence intensity. Kallikrein-7 (Homo sapiens), P49862. purified proKLK7, EDANS-DABCYL substrate fluorescence; 100% is mature enzyme control, 0% vehicle. activation, % at 7 µM. actives 0.9% (n = 370,000). AID 652039, 2013;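 active = activation above the mean of all tested compounds plus 3 SD, computed per campaign excluding outliers beyond control limits, cut at about 13% in these data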
Target sequence (P49862 whole entry, looked up): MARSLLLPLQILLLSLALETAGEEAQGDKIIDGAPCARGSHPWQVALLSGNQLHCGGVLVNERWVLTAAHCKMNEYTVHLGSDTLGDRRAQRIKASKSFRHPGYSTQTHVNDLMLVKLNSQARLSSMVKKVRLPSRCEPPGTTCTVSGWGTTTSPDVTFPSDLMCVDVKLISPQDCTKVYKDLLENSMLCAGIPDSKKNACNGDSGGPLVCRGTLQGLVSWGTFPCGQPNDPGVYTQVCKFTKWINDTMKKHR
ADAM17 inh – ADAM17 inhibitors, primary screen, biochemical, QFRET; actives 0.83% (n = 370,000); Disintegrin and metalloproteinase domain-containing protein 17 (Homo sapiens), P78536; inhibition, % at 6.95 µM; recombinant ADAM17, EDANS/DABCYL FRET peptide cleavage;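 active = inhibition above the mean of compounds lying between control limits plus 3 SD, set per campaign, cut at about 8.5% in these data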;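 note: 0% = DMSO-only wells as the low control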
Active calls of the source: *; i = inactive.

nr	SMILES	PLCb3 inh	UHRF1 binding	Tn7 DDE FP	ARFGAP1 inh	PLC-gamma1 inh	MBD2 DNA inh	Tn6 DDE FP	ASAP1 GAP inh	proKLK7 act	ADAM17 inh
1	CCC(c1nnnn1Cc1ccccc1)N1CCC(n2c(=O)[nH]c3ccccc32)CC1 (configuration not stated)	2	-2	10	10	0	2	-2	15	-0.1	-2
2	CCCNc1oc(-c2cccc3ccccc23)nc1C#N	i	-1	5	-2	i	-4	-4	-7	-39	-317
3	CCCCCn1c(=O)c(C(=O)NCc2ccco2)c(O)c2ccccc21	-11	-1	2	-11	-2	0	4	-12	0.1	-7
4	COC12c3ccccc3-c3ccccc3C1C(C(=O)O)C2C(=O)O (configuration not stated)	-1	1	-8	-3	-2	3	6	3	-0.3	-5
5	O=C(CN1C(=O)CCSc2ccccc21)N1CCC2(CC1)OCCO2	6	12	1	0	-2	3	-5	6	-0.5	-2
6	c1ccc(-c2ccc(CN3Cc4ccccc4-n4nncc4C3)cc2)cc1	0	-1	0	1	3	0	-1	12	0.0	2
7	Cc1cc(OCC(=O)N2CCC(C(=O)O)(c3ccccc3)CC2)c2c(C)c(C)c(=O)oc2c1	-378	5	-3	-8	-277	-1	1	3	11	-239
8	Cc1cccc(C)c1-n1nnnc1C(c1ccccc1OC(F)(F)F)N1CCC(n2c(=O)[nH]c3ccccc32)CC1 (configuration not stated)	3	-1	6	-2	0	-2	2	-7	0.0	-5
9	CC(C)N=C(NC(C)C)N1CC1	2	-2	-3	11	1	-2	-7	-4	-0.1	-3
10	O=c1c2ccccc2[nH]c(=S)n1-c1cccnc1	-5	-4	1	0	4	-1	5	3	0.0	-2
11	CCOP(=O)(OCC)c1cc(CC)ccc1O	-4	2	-2	-1	1	-3	6	-1	0.2	-7
12	CCN(CC)CCNCc1nc2ccccc2c(=O)n1-c1ccc(F)cc1	4	6	-3	7	6	1	-11	5	0.5	7
13	O=C(N/N=C/C1C(=O)NC(=S)N(c2ccccc2)C1=O)c1cc(Br)c(O)c(Br)c1 (configuration not stated)	-22	3	2	0	-11	0	-9	9	-1.6	-3
14	CCOC(=O)C1(c2ccccc2)CCN(CC(=O)Nc2cccc3ccccc23)CC1	-29	6	0	3	8	4	-7	-4	1.1	5
15	Cn1c(O)c(C(=O)c2ccccc2)c(=O)n(C)c1=O	2	-1	2	-5	-2	-2	-2	12	0.1	-5
16	CC1CCN2c3nc4ccccn4c(=O)c3CC3(C(=O)N(C)C(=O)N(C)C3=O)C2C1 (configuration not stated)	-43	-1	0	-15	-33	-2	2	-8	0.8	-8
17	O=C(c1cc([N+](=O)[O-])ccc1N1CCNCC1)N1CCOCC1	3	3	1	1	3	1	-4	-3	0.2	0
18	COC(=O)c1ccc(NC(=O)NC(=O)Oc2ccccc2)cc1	1	1	6	7	5	-1	2	-9	-0.2	0
19	Cc1ccc(S(=O)(=O)Nc2cc(C(=O)N3CCC4(CC3)OCCO4)ccc2N2CCCCC2)cc1	0	-1	-7	3	1	-2	-4	10	0.9	1
20	Cc1cc(N(CCCl)CCCl)ccc1/C=N/NC(=O)c1ccco1	-156	0	0	-5	-128	2	-2	-2	2.3	-6
21	CC1CN(C(=O)CCC(=O)N2CCC3(CC2)OCCO3)c2cc(Cl)ccc2O1 (configuration not stated)	2	0	-5	6	0	-1	1	3	0.8	-3
22	O=C(c1ccc(N2CC3CC(C2)c2cccc(=O)n2C3)c([N+](=O)[O-])c1)N1CCCC1 (configuration not stated)	-6	-2	3	0	2	2	-4	-18	-0.4	-4
23	Cc1ccc(-c2cc(-c3ccccc3)cc(-c3ccccc3)[n+]2-c2ccccc2)cc1	-71	2	5	11	-64	8	0	-4	0.6	-25
24	CCOP(=O)(OCC)C(NC(=O)C(Cl)Cl)C(Cl)(Cl)Cl (configuration not stated)	2	4	-1	11	1	1	2	1	-0.5	-6
25	O=c1c2ccccc2nc(-c2ccco2)n1-c1ccc(Br)cn1	3	-2	-6	-13	1	2	-8	0	0.1	1
26	Cn1cc(C=C(C#N)C#N)c2ccccc21	-4	-4	-4	4	1	-3	5	5	-0.7	2
27	CCOC(=O)c1ccccc1NC(=O)c1c(O)[nH]c(=O)[nH]c1=O	0	-3	-5	-2	1	3	0	1	-0.6	-4
28	Cc1ncoc1C(=O)NCC1=C(c2ccc(S(C)(=O)=O)cc2)C[C@@H]2CC[C@H]1N2CCOc1ccccc1	1	-2	-5	5	0	8	-1	3	-0.6	-2
29	Cc1ncoc1C(=O)NCC1=C(c2cccc3ccccc23)C[C@@H]2CC[C@H]1N2Cc1ccco1	-6	4	5	-6	-3	4	-2	5	0.4	-3
30	O=C1CC(=O)N(c2cccc(Br)c2)C(=O)N1	-9	1	6	-1	-1	2	2	2	-0.6	-5

Some values from the entries so far:
PLCb3 inh with O=c1c2ccccc2nc(-c2ccco2)n1-c1ccc(Br)cn1 is entered as 3
ASAP1 GAP inh with CCOP(=O)(OCC)C(NC(=O)C(Cl)Cl)C(Cl)(Cl)Cl (configuration not stated) is entered as 1

More entries.
nr	SMILES	PLCb3 inh	UHRF1 binding	Tn7 DDE FP	ARFGAP1 inh	PLC-gamma1 inh	MBD2 DNA inh	Tn6 DDE FP	ASAP1 GAP inh	proKLK7 act	ADAM17 inh
31	CC(=O)Nc1ccc(C(c2c(O)c3ccccc3oc2=O)c2c(C)n(C)n(-c3ccccc3)c2=O)cc1 (configuration not stated)	-7	-1	-1	1	-1	-4	3	1	-0.4	-3
32	CN(CC1COc2ccccc2O1)c1nc(-c2cccnc2)nc2ccccc12 (configuration not stated)	-12	-2	2	-22	-6	1	-6	4	-0.1	1
33	COCCCn1c(N)c(C(=O)Nc2ccccc2)c2nc3ccccc3nc21	-39	-4	-2	-4	-28	0	-4	-2	-6.2	-17
34	NC(Cc1ccccc1Cl)c1nn[nH]n1 (configuration not stated)	3	0	-2	5	0	0	0	5	0.5	-3
35	O=C(CCC(=O)N1C[C@H]2C[C@@H](C1)c1cccc(=O)n1C2)NCc1ccccc1	-1	2	-7	-6	0	-3	-8	-5	-0.6	1
36	C=CCn1c(O)c(C(C)=Nc2ccc(C(=O)OCC)cc2)c(=O)[nH]c1=O	-7	-2	-4	-12	-8	-4	5	8	0.5	-6
37	C#C[C@@]1(O)CCC2C3CCC4=C/C(=N/OCC(=O)NC(C(=O)O)C(C)O)CC[C@]4(C)C3CC[C@@]21C (some centres not stated)	-1	-3	2	-6	2	-7	-8	4	0.5	-1
38	COc1ccc(-c2nc3ccc(Br)cn3c2CC(=O)N2CCCC2)cc1OC	-20	23*	-4	1	-17	8	-4	-5	0.2	-2
39	Cc1onc(-c2c(Cl)cccc2Cl)c1/C(N)=N/OC(=O)N(C)C	6	-2	-6	8	2	1	0	-5	-0.2	-8
40	Cc1cccc(NC(=O)N2C[C@H]3C[C@@H](C2)c2cccc(=O)n2C3)c1	2	-2	6	-11	2	0	-5	-7	-0.4	-6
41	COc1ccc(Cc2c(O)[nH]c(=S)[nH]c2=O)cc1	-9	0	2	-4	-2	7	-2	-2	-0.3	-4
42	Cc1cc(OCc2nn[nH]n2)c2c3c(c(=O)oc2c1)CCCC3	-211	0	7	21	-185	3	7	5	4.8	-122
43	CC(=O)N1N=C2C3CCN(CC3)C2C1c1cccc2ccccc12 (configuration not stated)	0	1	1	5	0	0	1	-7	0.3	-1
44	O=C(Nc1ccc(F)cc1)c1c(O)c2c(n(Cc3ccccc3)c1=O)CCCC2	0	-2	-2	2	0	-6	4	-2	-0.3	-4
45	CC(=NCCC1=CCCCC1)c1c(O)n(C)c(=O)n(C)c1=O	0	-1	-4	12	1	0	0	2	0.0	0
46	COC(=O)C1C(c2ccc(C)cc2)CC2CCC1N2C (configuration not stated)	2	-1	-1	5	2	0	0	-4	-0.8	-1
47	Fc1ccccc1CNC1CN2CCC1CC2 (configuration not stated)	-6	-3	3	-14	2	-2	-1	-4	-0.8	-3
48	CCCOc1ccccc1NP(=O)(Oc1ccccc1)Oc1ccccc1	-2	-1	2	0	1	-2	2	-6	0.1	-2
49	C[C@]12CCC3C(CC[C@H]4C[C@H](O)CC[C@]34C)C1CC(=O)[C@@H]2O (some centres not stated)	3	0	-3	-8	2	6	-5	-11	-0.1	-2
50	CCCC(C)C(=O)NC1CCSC1=O (configuration not stated)	4	4	-1	-4	3	2	0	-5	-0.4	-1
51	C#CCN1CCN(c2ccc(F)cc2)CC1	0	3	-3	3	2	-4	4	-6	-0.2	-2
52	COc1ccc2nc3c(C)n(C)ccc-3c2c1	-337	0	-4	-4	-246	-1	2	-13	3.9	-155
53	O=C(C1CCCN(S(=O)(=O)c2cccc3nsnc23)C1)N1CCC2(CC1)OCCO2 (configuration not stated)	4	-2	1	3	1	-4	4	-5	-0.3	-1
54	CC(C)(C)C(=O)N1Cc2ccccc2-n2nncc2C1	3	-2	-10	-1	1	1	4	11	0.3	1
55	O=c1[nH]c(=O)n(C2CCCCCC2)c(O)c1C=NCc1cccnc1	-6	4	4	13	5	-1	-8	11	-0.4	-5
56	CCOC(=O)[C@]12Cc3cc(OC)ccc3[C@H]1N(Cc1ccccc1)C(=O)c1cc(F)c(F)cc12	4	-2	-3	-4	-1	0	4	6	0.5	0
57	CN1C(=O)N(C)C(=O)C2(Cc3c(ccc4ccccc34)N(C)C2)C1=O	-3	-3	1	-2	-3	0	6	15	1.7	-1
58	O=C(c1cccs1)c1cn(Cc2ccccc2Cl)c2ccccc12	-21	-3	0	-3	-16	2	-2	-3	0.2	2
59	CCN1CCC2(CC1)NC(CO)(CO)CO2	0	2	-4	0	11*	-4	-1	-2	-0.2	3
60	CNC(=O)Nc1ccc(C(O)(C(=O)OC)C(F)(F)F)cc1 (configuration not stated)	-4	1	3	-12	1	1	5	-4	0.1	0
61	CCCCCn1c(=O)c(C(=O)Nc2ccccc2N)c(O)c2ccccc21	-13	1	6	0	-5	-3	5	2	-1.8	-2

Bioassay records deposited in PubChem by The Scripps Research Institute Molecular Screening Center.

Not all compounds are listed; the hit share may differ from the screen's.
